D2 antagonist – antagonizes the human D2 dopamine receptor | P14416 | HEK293 TREx D2 cells, calcium flux, dopamine EC80 | inhibition, % at 10 µM | hit rate 2% among 340,000 | AID 485344; in the data active means inhibition above about 30%; further: 0% is about no effect
Target sequence (P14416 whole entry, looked up): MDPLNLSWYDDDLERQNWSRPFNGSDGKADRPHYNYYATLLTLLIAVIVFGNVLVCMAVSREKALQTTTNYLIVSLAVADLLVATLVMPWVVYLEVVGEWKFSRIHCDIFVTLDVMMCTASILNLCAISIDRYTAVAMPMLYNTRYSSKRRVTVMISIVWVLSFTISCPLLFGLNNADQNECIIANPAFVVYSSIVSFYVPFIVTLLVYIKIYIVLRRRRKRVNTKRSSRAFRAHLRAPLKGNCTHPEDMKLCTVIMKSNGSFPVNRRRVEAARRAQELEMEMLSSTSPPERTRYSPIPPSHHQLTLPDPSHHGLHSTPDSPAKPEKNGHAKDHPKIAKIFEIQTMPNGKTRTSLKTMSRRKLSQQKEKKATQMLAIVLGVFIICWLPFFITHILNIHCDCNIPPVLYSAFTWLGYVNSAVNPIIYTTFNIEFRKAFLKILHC
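Calcium mobilization kinetics were recorded at 1 s intervals in tetracycline-induced HEK293 T-REx D2 cells, first for 180 s after compound addition and then 180 s after EC80 dopamine.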
ALOX12 inh – inhibitors of human 12S-lipoxygenase ALOX12; P18054; purified 12hLO, xylenol orange hydroperoxide absorbance; Potency, µM (titrated, usually from 108 µM), for inactives: at the top dose activity change, negative = inhibition, hits mostly inhibitors; hit rate 1.1% among 580,000; AID 1671190; further: potency means the concentration at half of the fitted maximal effect; on the % scale 0 is the no-effect control and ±100 the full control effect
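Purified human 12hLO at 150 nM in 25 mM Hepes, 0.01% Triton X-100, pH 7.0, preincubated 15 min at room temperature with compound. Reaction started with 40 uM arachidonic acid, 30 min at room temperature. Hydroperoxide measured by Fe-xylenol orange, 573/405 nm absorbance ratio.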
LDHA inh – inhibitors of human lactate dehydrogenase A. purified LDHA, NADH/diaphorase-resazurin fluorescence; stronger effect = lower value. activity change, % (values are at about 110 or 230 µM). hit rate 0.15% among 480,000; in the data active means activity change below about -30%; inconclusive means mostly about -25% to -30%;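 further: plate controls were DMSO wells for no effect and wells without enzyme for full effect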
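LDH5 2 nM; NADH 0.06 mM, pyruvate 0.2 mM; 200 mM Tris pH 7.4, EDTA, Tween-20; 5 min RT. Detection: diaphorase 0.133 mg/mL + resazurin 37 µM, fluorescence ex540/em590 at 0 and 20 min; normalized to enzyme-free and DMSO wells.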
Vif-APOBEC3F blk – Vif-A3F binding inhibition; HeLa A3F-eYFP + Vif (tagged APOBEC3F with the HIV-1 protein that degrades it), YFP fluorescence increase; Potency, µM (highest dose often 46.1 µM), without a hit: top-dose activity, negative = active; hit rate 0.2% among 390,000; AID 602313; further: potency means the concentration at half of the fitted maximal effect; % of control where 0% means no effect; nearly all actives have a fitted effect of over 65% in size
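Fluorescence increase (Ex 488/Em 500-530) after overnight compound treatment at 37 deg C flags inhibition of Vif-driven A3F-eYFP loss in stable HeLa A3F-eYFP/Vif cells seeded overnight beforehand.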
Vif-APOBEC3G blk – blocks the Vif interaction with human APOBEC3G. HeLa A3G-eYFP + Vif (tagged APOBEC3G with the HIV-1 protein that degrades it), YFP fluorescence, overnight. Potency, µM (titrated, usually from 46.1 µM), for inactives: top-dose activity, negative = active, hits mostly inhibitors. hit rate 0.076% among 410,000. AID 602310;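 further: potency means the concentration at half of the fitted maximal effect; on the % scale 0 is the no-effect control and ±100 the full control effect; nearly all actives have a fitted effect of over 60% in size; hits raise eYFP signal because A3G escapes Vif-driven loss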
Target sequence (Q9HC16 whole entry, looked up): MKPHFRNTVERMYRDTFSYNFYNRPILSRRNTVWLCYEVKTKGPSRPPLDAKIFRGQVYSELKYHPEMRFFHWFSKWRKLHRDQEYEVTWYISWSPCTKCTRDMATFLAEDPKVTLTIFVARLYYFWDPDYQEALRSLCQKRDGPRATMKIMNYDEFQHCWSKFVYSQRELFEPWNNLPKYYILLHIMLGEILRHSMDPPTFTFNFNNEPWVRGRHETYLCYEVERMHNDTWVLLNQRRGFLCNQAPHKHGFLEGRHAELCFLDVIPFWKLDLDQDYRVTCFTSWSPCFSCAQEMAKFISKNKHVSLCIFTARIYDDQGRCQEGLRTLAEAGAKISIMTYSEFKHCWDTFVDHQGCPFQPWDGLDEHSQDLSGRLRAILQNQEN
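Read-out is eYFP fluorescence (Ex 488/Em 500-530) from Vif-expressing HeLa A3G-eYFP cells; more signal means A3G escaped Vif-mediated degradation. Cells plated overnight, compound pinned in, incubated overnight at 37 deg C.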
Glioma ERSR ind – induces the endoplasmic reticulum stress response in human glioma cells; U87-MG GRP78 promoter luciferase reporter, 16 h; Potency, µM, for the others: top-dose activation, usual class: activators; hit rate 0.02% among 420,000; AID 602332; further: potency means the concentration at half of the fitted maximal effect; series mostly up to about 76 µM; % of control where 0% means no effect; nearly all actives have a fitted effect of over 35% in size
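ERSR induction read as luciferase luminescence (Bright-Glo, 10 min at room temperature) in stably transfected human U87-MG glioma cells exposed to compounds for 16 h, using GRP78 as sensor.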
ERG Ets-DNA blk – ERG Ets/DNA interaction inhibition; P11308; Potency, µM (titrated, usually from 76.9 µM), without a hit: at the highest dose FP activity, negative = inhibition, hits mostly inhibitors; AID 624246; fluorescence polarization, His-ERG Ets domain / labelled DNA; hit rate 0.028% among 370,000; active means well fitted inhibition curve with a large enough effect in the polarisation, with a control signal flat; inconclusive means small, poorly fitted or top-dose-only effect, or effect the other way, or a change in a side signal; inactive means no such curve, though single readings can be large or run the other way; the % refers to the polarisation;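 further: polarization taken with two DNA probes labelled with fluorescein and Texas red; potency means the concentration at half of the fitted maximal effect; % of control where 0% means no effect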
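His-tagged ERG Ets domain (1 uM in the protein solution; 300mM KCl, 50mM Tris-HCl, 1mM EDTA, 1mM DTT, pH 7.5) received compound, then a probe mix of 5 nM fluorescein-DNA and 100nM Texas-615-DNA. Fluorescence polarization was read for both dyes.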
RGS4 inh – inhibitors of human regulator of G protein signaling 4. P49798. Transcreener GDP fluorescence polarization, RGS4-accelerated GTP hydrolysis. Potency, µM (doses to about 114 µM), without a hit: at the highest dose activity change, negative = inhibition, usual class: inhibitors. hit rate 0.039% among 390,000. AID 504845; further: potency means the concentration at half of the fitted maximal effect; on the % scale 0 is the no-effect control and ±100 the full control effect; nearly all actives have a fitted effect of over 75% in size; some results filed as inactive show a strong effect at the top dose
Target sequence (P49798 whole entry, looked up): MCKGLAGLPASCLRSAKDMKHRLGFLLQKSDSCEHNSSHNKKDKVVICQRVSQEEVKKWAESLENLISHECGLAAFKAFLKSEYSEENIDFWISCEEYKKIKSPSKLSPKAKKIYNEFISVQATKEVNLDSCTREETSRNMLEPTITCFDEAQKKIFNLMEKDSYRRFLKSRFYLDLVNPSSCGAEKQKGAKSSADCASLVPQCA
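MLSMR compounds (23 nl, pin-transferred) preincubated 10 min at room temperature with a 500nM (2x) first reagent, then RGS4 at 900nM (2x) plus Transcreener GDP mix added; fluorescence polarization (620/688 nm) read before and after 90 min at 30 °C.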
D2 ag – D2 dopamine receptor (human) agonism; P14416; HEK293 T-REx D2 cells, calcium flux agonist mode; activation, % at 2 µM; hit rate 0.53% among 340,000; AID 485358;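 active means activation over 3 SD above normal in the single-dose calcium agonist read, cut at about 30% in these data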; further: 0% is about no effect
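Tetracycline-induced HEK293 T-REx cells with force-coupled D2 receptor, plated overnight at 30 C, loaded with no-wash calcium dye. After a 10 s baseline, compound was pin-added and calcium flux read kinetically for 180 s; calcium rises flagged agonists.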
Active calls of the source: *; ? = inconclusive; . = no result given; [ ] = remark or other dose. Unless noted, the call rests on the fitted dose curve; in most records, active means well fitted curve in the direction sought with a large enough effect; inconclusive means small, poorly fitted or top-dose-only effect, or another doubt; inactive means no such curve, though single readings can be large; an effect the other way counts as inactive or inconclusive. This is a subset. The share of hits here may be higher or lower than overall.

Sequence of screens – D2 antagonist, ALOX12 inh, LDHA inh, Vif-APOBEC3F blk, Vif-APOBEC3G blk, Glioma ERSR ind, ERG Ets-DNA blk, RGS4 inh, D2 ag
> O=C(Nc1nc2ccccc2s1)C1CC(=O)N(c2ccc(Br)cc2)C1 (stereo not drawn)
  0, -29%, 3, 0%, 0%, -1%, 0%, -16%, -0.4
> Cc1ccc(C)c(N2CCN(CCCNC(=O)c3cnn(-c4ccc(F)cc4)c3C3CCN(C(=O)OC(C)(C)C)CC3)CC2)c1
  ., ?, 1, 5%, 1%, -2%, -4%, 5%, -0.3
> O=S1(=O)N=C(N2CCc3ccccc3C2)c2ccccc21
  -28, -7%, 8, -1%, 1%, -2%, -2%, -9%, 0.3
> O=C(COc1ccccc1-c1nnc(-c2ccccc2)o1)Nc1ccc(Br)cc1F
  ., 5%, -6, -16%, 1%, -3%, 8%, -2%, .
> NC1=NC(=O)/C(=C/c2cn(CCC(=O)O)nc2-c2ccc(Cl)cc2)S1
  -26, -29%, -10, -32%, -4%, -2%, 3%, 8%, 0.0
> O=C(NCC1CCCCC1)c1ccccc1[N+](=O)[O-]
  -5, 20%, 0, -2%, 2%, 1%, 9%, -18%, 0.1
> Cc1cccc(C)c1OCc1cc(C(=O)N2CCC(c3ccccc3)CC2)no1
  0, ?, -1, -2%, 6%, 2%, 10%, -4%, 2.1
> O=C(NCCCN1CCOCC1)c1cc(-c2cccc(O)c2)on1
  17, -23%, -9, -15%, -7%, 6%, 12%, 13%, -0.6
> CC(=O)OCc1ccc(C2=CC(=O)CC(C)(C)C2=O)cc1
  ., -4%, 0, 3%, -4%, 0%, ., ., .
> O=C(COC(=O)c1ccccc1)Nc1cccc(S(=O)(=O)N2CCCCC2)c1
  -3, -9%, -5, 5%, -5%, -5%, -7%, -16%, -0.1
> CCCCN(C(=O)COc1ccc(F)cc1)c1c(N)n(CC(C)C)c(=O)[nH]c1=O
  ., 10%, -2, 0%, -5%, -1%, ., ., .
> Cc1ccccc1-n1nnnc1SCC(=O)NC1CC1
  ., -7%, -5, -7%, -4%, -1%, 4%, -1%, .
> O=C(c1ccc(F)cc1)C1CCN(Cc2ccc(F)cc2)CC1
  ., -29%, -2, 6%, 0%, -1%, -5%, 3%, .
> CN(C)CCCCCN(C)Cc1cc2ccccc2o1
  -8, -5%, -5, 9%, 5%, -5%, 4%, -2%, 0.9
> CCOc1ccccc1-n1nnnc1SCC(=O)OC
  5, -20%, -10, 3%, -2%, -2%, -11%, -11%, 7.2
> CCOc1ccc2[nH]c(=O)c(CN(Cc3ccccc3)C(=O)N3CCCC3)cc2c1
  -10, 0%, -7, 2%, 1%, -2%, -4%, -23%, -3.8
> CCOc1ccc2[nH]c(=O)c(CN(Cc3cccs3)C(CC)c3nnnn3C(C)(C)CC)cc2c1 (stereo not drawn)
  -11, 3%, -3, 5%, -17%, -4%, -8%, -11%[11.4 µM], -0.5
> CCn1cc(S(=O)(=O)N2CCN(Cc3ccc(F)cc3)CC2)cn1
  25, -8%, -2, 0%, 0%, -1%, -4%, -12%, -0.6
> Cc1ccc2nc(-c3ccc(C)o3)c(Nc3ccc4c(c3)OCCO4)n2c1
  ., -27%, -7, -3%, -4%, 2%, -3%, -12%, 0.4
> O=C(CN1C(=O)NC2(CCOc3ccccc32)C1=O)NCC(F)(F)F (stereo not drawn)
  -1, 0%, -5, -7%, 0%, -4%, -11%, 6%, 1.1

Structural class, the compounds so far with a furan ring, fused or not.
Sequence of screens – D2 antagonist, ALOX12 inh, LDHA inh, Vif-APOBEC3F blk, Vif-APOBEC3G blk, Glioma ERSR ind, ERG Ets-DNA blk, RGS4 inh, D2 ag
> CN(C)CCCCCN(C)Cc1cc2ccccc2o1
  -8, -5%, -5, 9%, 5%, -5%, 4%, -2%, 0.9
> Cc1ccc2nc(-c3ccc(C)o3)c(Nc3ccc4c(c3)OCCO4)n2c1
  ., -27%, -7, -3%, -4%, 2%, -3%, -12%, 0.4

The list continues:
Sequence of screens – D2 antagonist, ALOX12 inh, LDHA inh, Vif-APOBEC3F blk, Vif-APOBEC3G blk, Glioma ERSR ind, ERG Ets-DNA blk, RGS4 inh, D2 ag
> CCCCOC(=O)n1c(=O)oc2ccccc21
  14, 2%, -5, -10%, -1%, -2%, -9%, -11%, 0.8
> COCCCNc1c2c(nc3ccccc13)CCC2
  ., 9%, 0, 2%, 0%, -6%, ., ., .
> CCOCCCNC(=O)C1CCN(Cc2ccc(OCc3ccccc3)c(OC)c2)CC1
  -1, ?, -16, 0%, -1%, 4%, -7%, 15%, 0.0
> CCOc1cc(/C=N/n2cnnc2)ccc1OS(=O)(=O)c1ccccc1
  ., 3%, -7, -3%, 0%, -6%, 0%, -11%, .
> O=C1CC(N2CCN(c3ccccn3)CC2)C(=O)N1c1ccc(Cl)cc1 (stereo not drawn)
  -11, 1%, -15, -8%, 0%, -3%, -5%, 16%, 11
> O=C(O/N=C1\C(=O)N(c2ccccc2)c2ccccc21)C1CC1
  1, -12%, -10, 14%, 1%, -2%, -2%, 31%, 0.4
> Cc1cc([N+](=O)[O-])ccc1NC(=O)CCC(=O)N1CCCCCC1
  -10, 329%[activator], -1, 1%, -3%, -4%, 9%, 11%, -0.5
> CC(C)C(O)(C#CCN1CCCCC1)c1ccccc1 (stereo not drawn)
  -13, -31%, -7, -5%, 0%, -6%, ., -16%, 0.6
> Cc1cc(C)c[n+](CC(=O)c2ccc(-c3ccccc3)cc2)c1
  12, -26%, -8, -8%, 0%, -5%, -1%, 4%, -0.7
> C[C@@H]1CN([C@H](C)CO)C(=O)c2cc(Br)cnc2O[C@H]1CN(C)C(=O)Cc1ccncc1
  ., -12%, 7, -2%, -3%, -2%, ., ., .
> O=C1CC(C(F)(F)C(F)(F)C(F)(F)C(F)(F)F)=Nc2ccccc2N1
  -22, 13%, 4, -11%, -1%, -7%, -2%, -11%[11.4 µM], 0.9
> Cc1ccc(-n2nc3c(N4CCC(C(=O)N5CCCCC5)CC4)nnc(C)c3c2C)cc1
  ., 6%, 0, -25%, -5%, -4%, -1%, 26%, 0.3
> N#CCCN(Cc1cccnc1)CN1C(=O)c2ccccc2C1=O
  ., 0%, -3, -1%, 1%, 3%, ., ., .
> CC(C)(C)OC(=O)N1CCN(C(=O)c2nc[nH]c2C(=O)N2CCN(C(=O)OC(C)(C)C)CC2)CC1
  -7, 15%, -11, 1%, 0%, -3%, 6%, 3%, -0.7
> NS(=O)(=O)c1cccc(NC(=O)c2ccccc2NS(=O)(=O)c2ccc(F)cc2)c1
  -3, ?, -4, -5%, 1%, -6%, 10%, -8%, -3.2
> CC(OC(=O)c1cc(=O)[nH]c2ccccc12)C(=O)NC1CCCC1 (stereo not drawn)
  7, -4%, -8, -6%, 0%, -3%, 7%, 4%, -0.2
> Cc1ccc(C)c(Cn2c(C)c(CNCc3ccc(F)cc3)c(C(=O)O)c2C)c1
  ., -16%, -9, 3%, -1%, -3%, 8%, -3%, -0.3
> Cc1sc2c(c1C)c(=O)n(-c1ccc(Cl)cc1)c(=O)n2Cc1cc(=O)n2cc(Br)ccc2n1
  ., -16%, 7, 4%, 2%, -4%, 2%, 3%, -0.7
> Cc1nc2ccccc2n2c(O)c(CC(=O)O)cc12
  2, ?, 3, -9%, 2%, -2%, ., -2%, 2.0
> COc1ccc(OC)c(-c2csc(NC(=O)Cc3ccc(OC)c(OC)c3)n2)c1
  ., -27%, -3, 1%, -6%, -2%, -6%, -12%, .

Reformatted as tab-separated lines: part of the list above
smiles	D2 antagonist	ALOX12 inh	LDHA inh	Vif-APOBEC3F blk	Vif-APOBEC3G blk	Glioma ERSR ind	ERG Ets-DNA blk	RGS4 inh	D2 ag
Cc1cc([N+](=O)[O-])ccc1NC(=O)CCC(=O)N1CCCCCC1	-10	329%[activator]	-1	1%	-3%	-4%	9%	11%	-0.5
CC(C)C(O)(C#CCN1CCCCC1)c1ccccc1 (stereo not drawn)	-13	-31%	-7	-5%	0%	-6%	.	-16%	0.6
Cc1cc(C)c[n+](CC(=O)c2ccc(-c3ccccc3)cc2)c1	12	-26%	-8	-8%	0%	-5%	-1%	4%	-0.7
C[C@@H]1CN([C@H](C)CO)C(=O)c2cc(Br)cnc2O[C@H]1CN(C)C(=O)Cc1ccncc1	.	-12%	7	-2%	-3%	-2%	.	.	.

Remaining list, next part.
Sequence of screens – D2 antagonist, ALOX12 inh, LDHA inh, Vif-APOBEC3F blk, Vif-APOBEC3G blk, Glioma ERSR ind, ERG Ets-DNA blk, RGS4 inh, D2 ag
> COCCNC(=O)CSc1nc2cc(OC)c(OC)cc2c(=O)n1Cc1ccc(OC)cc1
  -2, 0%, 1, 0%, -1%, -3%, -1%, 19%, -0.6
> COc1cc2c(cc1NC(=O)c1cccc([N+](=O)[O-])c1)oc1ccccc12
  0, 84%[activator], -6, -11%, 0%, -1%, -5%, 3%, 0.6
> O=S1(=O)CCC(N=Nc2c(O)n(Cc3ccccc3)c3ccccc23)C1 (stereo not drawn)
  7, 27%, 1, 3%, 8%, -3%, -5%, -18%[56.9 µM], -1.0
> O=C1CC(c2ccco2)CC(O)=C1C=Nc1ccccc1-c1ccccc1 (stereo not drawn)
  -15, -7%, 0, -7%, 3%, -1%, 20%, -35%, -0.4

Assay outcomes (PubChem)
